# esBAF inh = SWI/SNF esBAF complex inhibition | mouse ES cells, Bmi1-luciferase knock-in reporter, 24 h; 100% = twice the neutral-well signal | AID 602393 | actives 2% (n = 350,000) | reporter increase, % at 12.5 µM; in the data active = activation above about 40%;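 note: 0% = median of the plate's neutral control wells and 100% = double that signal; a rise in the Bmi1 reporter signal indicates esBAF inhibition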
# INS-1E GSIS act = GLuc luminescence reporter in INS-1E cells, primary screen for activators of glucose-dependent secretion of insulin; INS-1E GLuc reporter insulin secretion, 2-3 h; activation, % at 16.6 µM; actives 0.61% (n = 370,000); AID 743287;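 active = lowest replicate activation of at least 40%, so every replicate reaches that level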;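 note: 0% = median of neutral control wells and 100% = median of IBMX positive control wells; some compounds called inactive have numbers as strong as hits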
# ARNT-TACC3 inh = disrupts binding between human ARNT and TACC3 | Q9Y6A5 | AlphaScreen His-ARNT PAS-B/GST-TACC3 binding, luminescence; TACC3 fragment carries E629A point mutation | inhibition, % at 9.99 µM | actives 0.66% (n = 390,000) | AID 623870;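 active = mean inhibition of replicates at least 50% and at least half of replicates each reaching 50%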;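 note: 0% = complete ARNT plus TACC3 wells and 100% = ARNT alone without TACC3; many hits fall short of the cut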
# RAD52 anneal inh = blocks human RAD52 DNA annealing | AID 651710 | actives 0.46% (n = 360,000) | inhibition, % at 18.7 µM | P43351 | recombinant RAD52 DNA annealing, FRET fluorescence;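 active = every replicate showing at least 50% inhibition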
# RAD54 inh = blocks human RAD54 Holliday junction branch migration; actives 0.14% (n = 360,000); FAM/BHQ fluorescence; AID 602329; Q92698; inhibition, % at 10.4 µM;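 active = mean normalized replicate activity at least 40 and at least half of replicates scoring 40 or more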;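 note: 0% = median of neutral control wells and 100% = median of positive control wells; inhibitors cause a drop in the FAM fluorescence signal; in these data hits start at about 50%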
# XiGFP reactiv = reactivates the inactive X chromosome in mouse fibroblasts | XiGFP mouse fibroblasts, % GFP-positive cells imaging, 3 d; cells co-treated with 5-aza-dC sensitizer; scaled so ellipticine positive control = 100% | activation, % at 7.58 µM | actives 0.055% (n = 360,000);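 active = mean normalized replicate activation at least 10% and every replicate at or above 10%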;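 note: 0% = median of on-plate neutral control wells and 100% = ellipticine 6 µM median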
#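 System: 68-5-11 XiGFP fibroblast line | Buffer or medium: DMEM containing 5-aza-dC | Compound: Single point | Times: Compounds 3 days, fix/stain 15 min at room temperature | Benchmarks: Positive control ellipticine, 6 µM final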
# CFTR F508del cor = correctors of CFTR F508del function in bronchial epithelial cells; CFBE cells, YFP halide quenching; stimulated with forskolin plus potentiator P3; % fluorescence drop versus neutral controls; activity (quench increase), % at 7.58 µM; actives 0.36% (n = 350,000);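 active = mean added fluorescence quench of at least 8% versus neutral control, with both replicates also reaching 8%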;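 note: cells transiently co-express mutant CFTR-F508del with the halide-sensitive YFP; corrector assay measuring rescue of mutant channel to the surface after 24 h compound exposure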
# ERAP1 inh = ERAP1 (human) enzyme inhibition | recombinant ERAP1, Leu-AMC fluorescence, 60 min | inhibition, % at 10.7 µM | actives 0.15% (n = 340,000);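 active = mean replicate inhibition of at least 30%, or all replicates individually reaching that 30% level; inactive = mean below 30% and not every replicate reaching it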;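 note: 0% = neutral control wells and 100% = L-leucinethiol positive control wells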
# Target sequence (Q9NZ08 whole entry, looked up): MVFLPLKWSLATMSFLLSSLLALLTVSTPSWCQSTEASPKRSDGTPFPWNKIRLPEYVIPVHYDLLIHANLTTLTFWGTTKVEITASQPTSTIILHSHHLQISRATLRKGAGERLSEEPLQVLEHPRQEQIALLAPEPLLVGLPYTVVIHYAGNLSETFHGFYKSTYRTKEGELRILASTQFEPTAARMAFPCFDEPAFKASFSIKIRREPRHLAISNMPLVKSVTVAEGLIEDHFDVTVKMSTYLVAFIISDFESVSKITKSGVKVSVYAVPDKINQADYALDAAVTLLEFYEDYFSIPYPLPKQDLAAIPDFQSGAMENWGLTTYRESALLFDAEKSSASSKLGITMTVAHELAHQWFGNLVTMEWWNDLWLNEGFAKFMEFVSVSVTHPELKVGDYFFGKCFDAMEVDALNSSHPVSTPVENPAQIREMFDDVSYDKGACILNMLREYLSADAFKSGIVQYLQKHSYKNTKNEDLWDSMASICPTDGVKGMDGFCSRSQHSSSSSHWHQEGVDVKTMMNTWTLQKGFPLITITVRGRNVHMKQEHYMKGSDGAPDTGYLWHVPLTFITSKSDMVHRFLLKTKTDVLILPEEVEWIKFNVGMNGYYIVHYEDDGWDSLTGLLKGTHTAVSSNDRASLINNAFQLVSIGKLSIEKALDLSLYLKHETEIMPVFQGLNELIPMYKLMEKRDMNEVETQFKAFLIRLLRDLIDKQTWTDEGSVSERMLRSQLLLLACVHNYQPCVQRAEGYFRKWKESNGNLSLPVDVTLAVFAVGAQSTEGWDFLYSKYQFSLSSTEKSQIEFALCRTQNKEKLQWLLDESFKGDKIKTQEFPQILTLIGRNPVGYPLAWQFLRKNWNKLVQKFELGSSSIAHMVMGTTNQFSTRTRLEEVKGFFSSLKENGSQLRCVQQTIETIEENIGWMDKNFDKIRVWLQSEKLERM
# Active calls of the source: *; . = no result given.
SMILES,esBAF inh,INS-1E GSIS act,ARNT-TACC3 inh,RAD52 anneal inh,RAD54 inh,XiGFP reactiv,CFTR F508del cor,ERAP1 inh
COC(=O)c1cc2c(c3c4ccccc4n(S(=O)(=O)c4cccc(C)c4)c13)C(=O)N(Cc1ccc(N(C)C)cc1)C2,.,.,.,-14,.,-0.2,-0.7,-1
CN(C(=O)c1ccc(NC(=O)Cc2ccc(NC(=O)C3CCCN(C(=O)CCc4ccccc4)C3)cc2)cc1)C1CCCC1 (stereo not given),0,-4,-4,-6,-2,-0.1,-1.5,0
Nc1nc2ncc(-c3ccsc3)c(N)n2n1,-3,18,-9,-5,.,0.0,-1.2,-5
COc1cccc(/C=N/NC(=O)C(=O)N2CCCCCC2)c1O,-7,-2,60*,-7,-5,-0.2,4.6,-3
CCOC(=O)C1=C(C)NC(C)=C(C(=O)OCC)C1C(=O)OCC(=O)N(CC)C1CCS(=O)(=O)C1 (stereo not given),1,-1,2,-5,-9,0.1,-1.1,3
O=C(CCN1C(=O)C2C3CCC(C3)C2C1=O)Nc1ccccc1C(F)(F)F (stereo not given),0,2,.,-9,-1,0.0,-0.4,-2
COc1cccc(CN2CCNC(=O)C2CC(=O)N2CCCCO2)c1OC (stereo not given),.,2,.,-10,.,0.1,-0.2,0
CCCNC(=O)C[C@H]1CC[C@H]2[C@@H](COC[C@@H](O)CN2Cc2ccc(Cl)c(Cl)c2)O1,-5,2,-12,8,-2,0.0,5.5,1
N#C[C@H]1[C@H](c2ccccc2-c2ccccc2F)[C@H](CO)N1C(=O)C1CCC1,.,-1,.,-5,.,0.2,0.6,0
Cc1ccc(NS(=O)(=O)c2cccc(C(=O)NCC(c3cccs3)N3CCOCC3)c2)cc1 (stereo not given),5,-34,3,-18,0,-0.1,1.4,3
O=C(C[C@H]1C[C@H]2c3cc(NS(=O)(=O)c4ccc(F)cc4)ccc3O[C@H]2[C@H](CO)O1)NCc1ccc(Oc2ccccc2)cc1,-37,-52,-2,-1,-2,0.3,4.3,-1
C[C@H]1CCCCO[C@H](CN(C)Cc2ccc(C(=O)O)cc2)[C@@H](C)CN([C@@H](C)CO)C(=O)c2cc(N(C)C)ccc2O1,-8,11,-5,-8,2,0.2,1.0,2
Cn1ncc(C(=O)Nc2ccc(OC(F)(F)F)cc2)c1-n1cccc1,-9,-13,2,-2,-6,0.0,-2.8,0
C[C@@H]1CN([C@H](C)CO)S(=O)(=O)c2ccc(C#CCN(C)C)cc2O[C@H]1CN(C)Cc1ccccc1,-1,1,9,8,2,-1.9,-2.8,-3
COC(=O)C[C@H]1C=C[C@@H](NS(=O)(=O)c2ccc(OC)cc2)[C@H](CO)O1,-1,7,1,2,3,-0.2,-1.6,1
CC(C)(C)c1ccccc1NC(=O)Nc1nc(C(N)Cc2ccc(F)cc2)cs1 (stereo not given),10,.,.,-29,7,-0.1,-1.7,-1
CC(=O)N(C)C[C@@H]1Oc2cc(C#CC(C)(C)O)ccc2S(=O)(=O)N([C@H](C)CO)C[C@@H]1C,-4,15,-6,0,0,-0.1,-0.6,0
COc1cc(O)c(C(CCN2CCCC2)c2ccc(N(C)C)cc2)c(OC)c1 (stereo not given),-3,-8,15,-4,-3,-0.3,2.1,.
CC1CCC(NC(=O)c2nn(C)c(=O)c3ccccc23)CC1 (stereo not given),3,13,.,-3,-3,0.0,-1.6,0
COC(=O)c1sc(-c2ccc(Cl)cc2)cc1NC(=O)CSCC(=O)O,.,-14,9,-3,2,-0.1,-3.7,14
NC(=O)c1ccc(NC(=O)COC(=O)c2cc(S(=O)(=O)N3CCOCC3)ccc2N2CCCCC2)cc1,-2,-9,3,1,0,0.0,2.4,3
O=C(c1ccc(Cl)c(S(=O)(=O)N2CCCC2)c1)N1CCN(c2ccc(F)cc2)CC1,.,-12,4,2,.,-0.1,1.5,-1
COc1ccc(S(=O)(=O)N(C)C[C@H]2Oc3cc(C#CC4CCCCC4)ccc3S(=O)(=O)N([C@@H](C)CO)C[C@H]2C)cc1,.,3,-5,3,2,-0.9,1.5,0
CCCNC(=O)NNC(=O)c1ccc(F)cc1,.,12,-9,-15,.,0.0,0.3,8

# Full records from above. Order of screens: esBAF inh	INS-1E GSIS act	ARNT-TACC3 inh	RAD52 anneal inh	RAD54 inh	XiGFP reactiv	CFTR F508del cor	ERAP1 inh
# Results for CC1CCC(NC(=O)c2nn(C)c(=O)c3ccccc23)CC1 (stereo not given) : 3	13	.	-3	-3	0.0	-1.6	0
# Results for O=C(c1ccc(Cl)c(S(=O)(=O)N2CCCC2)c1)N1CCN(c2ccc(F)cc2)CC1 : .	-12	4	2	.	-0.1	1.5	-1
# Results for NC(=O)c1ccc(NC(=O)COC(=O)c2cc(S(=O)(=O)N3CCOCC3)ccc2N2CCCCC2)cc1 : -2	-9	3	1	0	0.0	2.4	3
# Results for Cn1ncc(C(=O)Nc2ccc(OC(F)(F)F)cc2)c1-n1cccc1 : -9	-13	2	-2	-6	0.0	-2.8	0

# Going on with the list.
SMILES,esBAF inh,INS-1E GSIS act,ARNT-TACC3 inh,RAD52 anneal inh,RAD54 inh,XiGFP reactiv,CFTR F508del cor,ERAP1 inh
C[C@H]1CN([C@@H](C)CO)S(=O)(=O)c2ccc(-c3cncnc3)cc2O[C@@H]1CN(C)C(=O)CN(C)C,2,4,-3,-5,6,-0.7,-0.6,2
C[C@@H]1CN([C@@H](C)CO)C(=O)c2cc(NS(=O)(=O)c3ccc(Cl)cc3)ccc2O[C@H]1CN(C)S(=O)(=O)c1cn(C)cn1,0,13,-5,-6,2,0.4,-0.8,0
CCCC#Cc1ccc([C@@H]2[C@@H](CO)N3C(=O)CN(C(=O)c4ccncc4)C[C@H]23)cc1,.,6,.,-11,.,0.3,1.2,-1
CCC(=O)N1CCCCN2[C@@H](CO)[C@H](c3ccc(-c4cccc(C(=O)N(C)C)c4)cc3)[C@@H]2C1,.,-1,-7,-12,-5,0.3,0.8,-4
CNc1ncn(-c2c(C)cccc2C)c(=O)n1,.,.,.,1,.,-0.1,-0.5,4
CN(C)CCCNC(=O)C[C@@H]1C=C[C@@H](NS(=O)(=O)c2ccccc2)[C@H](CO)O1,0,-3,-4,-29,0,0.3,1.1,-1
O=C(C[C@H]1CC[C@@H](NC(=O)Cc2ccccn2)[C@H](CO)O1)NCCc1ccccc1,4,11,1,8,2,-0.3,1.4,2
C[C@H](CO)N1C[C@H](C)[C@H](CN(C)C(=O)c2cccnc2)Oc2ncc(/C=C/c3ccccc3)cc2C1=O,12,23,0,-5,-3,0.2,0.8,-2
C[C@@H](NC(=O)C[C@H]1CC[C@@H]2[C@H](COC[C@H](O)CN2C(=O)Nc2cccc(F)c2)O1)c1ccccc1,22,-2,-15,12,1,0.0,-0.5,0
O=C(NC1CC1)c1cccc(S(=O)(=O)Nc2ccccc2F)c1,2,4,-5,-15,17,0.0,1.6,-1
COc1cccc(NC(=O)NC2CCCc3ccccc32)c1 (stereo not given),3,1,.,-5,5,0.0,-7.1,-2
CCOC(=O)C1CCCN(S(=O)(=O)c2ccc3c(c2)N(C(C)=O)CCO3)C1 (stereo not given),-3,10,-7,-8,-2,0.0,-2.6,0
C/C(=N\NC(=O)c1nn(C)cc1Cl)c1ccncc1,.,15,0,.,-4,-0.1,.,.
OC[C@@H]1[C@@H](c2ccc(-c3cccc(F)c3)cc2)[C@@H]2CN(CCC(F)(F)F)CCCCN12,-4,-8,1,-20,-15,0.2,1.9,-2
CC(C)(C)OC(=O)C[C@@H]1C/C=C\C[C@H](CC(=O)NCCO)C(=O)N2CCC[C@@H]2COC1=O,5,11,-9,-4,-9,0.3,0.2,-6
C[C@H](CO)N1C[C@H](C)[C@H](CN(C)C(=O)c2ccncc2)OCCCC[C@H](C)Oc2ccc(N(C)C)cc2C1=O,0,1,9,-10,-7,0.1,-1.6,-2
CC(=NNC(=S)N1CCN(c2ccccn2)CC1)c1ccccn1,.,.,22,21,.,-0.1,-3.1,-2
CCS(=O)(=O)Nc1ccc2c(c1)C(=O)N(C)C[C@H](OC)[C@@H](C)CN(C(=O)CN(C)C)[C@H](C)CO2,-2,13,-7,-8,-9,-0.3,-3.8,1
C[C@@H]1CCCCO[C@@H](CN(C)C(=O)Nc2ccc3c(c2)OCO3)[C@H](C)CN([C@H](C)CO)C(=O)c2cc(NC(=O)NC3CCCCC3)ccc2O1,12,-31,5,.,13,0.0,2.0,.
C=CCn1c(SCC(=O)NNC(=O)Nc2cccc(Cl)c2)nnc1-c1ccccc1,-5,-13,-4,-12,0,0.0,-1.5,-6
COc1cc(/C=N/N(CCO)C2=NS(=O)(=O)c3ccccc32)cc(OC)c1OC,-3,7,41*,-1,-20,0.0,-6.2,1
CCCCCOC(=O)Cn1c(N2CCOCC2)nc2c1c(=O)[nH]c(=O)n2C,-5,13,9,6,-3,.,.,0
CC(CN1CCC(O)CC1)c1ccccc1 (stereo not given),0,2,-3,-8,-3,-0.1,-0.3,0
CCCn1c(SCC(=O)NCCCN2CCCC2=O)nc2ccccc2c1=O,-3,24,1,5,-3,0.2,7.5,2
C[C@@H]1CN([C@H](C)CO)C(=O)c2cc(NC(=O)Nc3ccc(C(F)(F)F)cc3)ccc2O[C@@H](C)CCCCO[C@@H]1CN(C)C(=O)Nc1cccc2ccccc12,4,8,-7,5,5,0.0,3.2,-2
O=C(Nc1ccc(N2CCN(C(=O)c3ccc(Cl)cc3)CC2)cc1)c1cccs1,1,8,-7,-14,4,0.3,6.9,1
Cc1nc(NC(=O)COC(=O)CCc2nc3ccccc3s2)c(Cl)cc1Cl,-7,2,-5,-9,-2,-0.1,2.0,-1
CNC[C@@H]1Oc2cc(C#Cc3ccncc3)ccc2S(=O)(=O)N([C@@H](C)CO)C[C@@H]1C,1,-4,8,-27,-2,0.0,1.5,.
Cc1cccc(-c2ccc([C@@H]3[C@@H](CO)N4CCCCN(S(=O)(=O)c5cn(C)cn5)C[C@H]34)cc2)c1,.,10,-2,7,-11,0.2,-0.8,1
CC1(C)CC(=O)C=C(Nc2ccccc2O)C1,-4,18,-2,.,5,.,.,.
O=C(NNc1ccc(-c2csnn2)cc1)c1ccccc1C(F)(F)F,2,-6,-3,-18,5,0.3,-2.1,-1
CO[C@@H]1CN(C)C(=O)c2ccc(NC(=O)NC(C)C)cc2OC[C@H](C)N(CC2CC2)C[C@@H]1C,-3,4,-10,3,-1,0.3,-3.1,1
Cc1nc(S(=O)(=O)N2CCOCC2)c(C#N)c(C)c1Cl,-2,12,2,.,5,.,.,.
CC(=O)N1CCN(CC(=O)Nc2ccccc2Sc2ccc(Cl)cc2)CC1,.,-30,1,2,.,0.6,.,2
Cc1ccc(S(=O)(=O)N(C)C[C@@H]2Oc3c(NC(=O)c4ccc(-c5nccs5)cc4)cccc3C(=O)N([C@H](C)CO)C[C@H]2C)cc1,2,-4,.,-1,2,-1.0,1.1,0
Cc1ccc(NC(=O)c2ccc(F)cc2)cc1S(=O)(=O)N1CCCCCC1,6,-14,-2,-16,.,0.0,2.1,-5
COc1cc(CC(=O)OCC(=O)Nc2ccc(N3CCOCC3)cc2)cc(OC)c1OC,2,7,2,-11,4,0.7,-1.8,4
CCC1Oc2ccc(C)cc2N(CC(=O)NCCC2=CCCCC2)C1=O (stereo not given),-4,-2,-3,-5,.,.,1.8,1
CC1Cc2ccccc2N1C(=O)COC(=O)c1ccc(N(C)C)cc1 (stereo not given),8,3,0,3,4,-0.7,-6.7,1
O=C(NCc1cccs1)C1CCCN(c2nc3ccccc3o2)C1 (stereo not given),-5,-4,2,.,5,.,.,.
C=Cc1ccc2c(c1)N(C)C(=C)S2,.,-10,-10,-9,.,0.0,3.3,21

# Screening results (PubChem BioAssay)
